LYP act – LYP phosphatase activators, primary screen, biochemical, DiFMUP fluorescence, 2 µM. recombinant LYP; 0 = plate median, 100 = signal doubled. activation, % at 2 µM. 96,000 tested, 0.11% active. AID 697, 2007;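 active means activation at 2 µM above a set limit, the mean plus 5 SD, cut at about 37% in these data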
Target sequence (Q9Y2R2 whole entry, looked up): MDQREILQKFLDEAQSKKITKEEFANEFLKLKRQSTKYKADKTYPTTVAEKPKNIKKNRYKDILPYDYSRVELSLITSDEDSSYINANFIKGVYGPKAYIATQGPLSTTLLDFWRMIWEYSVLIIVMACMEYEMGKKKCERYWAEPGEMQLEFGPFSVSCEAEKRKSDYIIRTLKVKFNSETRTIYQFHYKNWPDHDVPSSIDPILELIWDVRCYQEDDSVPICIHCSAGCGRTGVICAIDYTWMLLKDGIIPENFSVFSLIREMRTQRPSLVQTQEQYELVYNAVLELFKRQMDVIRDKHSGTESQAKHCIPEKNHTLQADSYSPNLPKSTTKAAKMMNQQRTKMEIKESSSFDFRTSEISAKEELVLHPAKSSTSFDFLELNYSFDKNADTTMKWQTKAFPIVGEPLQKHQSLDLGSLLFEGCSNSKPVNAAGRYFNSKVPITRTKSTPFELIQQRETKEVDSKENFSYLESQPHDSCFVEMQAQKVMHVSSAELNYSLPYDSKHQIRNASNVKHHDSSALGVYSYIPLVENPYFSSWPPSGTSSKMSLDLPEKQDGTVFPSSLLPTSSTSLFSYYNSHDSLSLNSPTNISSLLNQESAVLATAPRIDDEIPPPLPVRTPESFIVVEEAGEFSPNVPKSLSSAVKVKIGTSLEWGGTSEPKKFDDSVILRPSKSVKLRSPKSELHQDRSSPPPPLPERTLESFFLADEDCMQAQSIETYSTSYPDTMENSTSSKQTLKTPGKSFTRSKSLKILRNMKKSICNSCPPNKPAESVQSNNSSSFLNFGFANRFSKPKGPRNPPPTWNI
PostGolgi yeast – phenotypic screen on post-Golgi transport, primary screen. post-Golgi transport phenotypic cell assay. inhibition, % at 10 µM. 98,000 tested, 0.9% active;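 further: yeast cells grown in 1536-well plates; yeast grown about 18 h at 30C before absorbance read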
S1P2 agonist – S1P2 receptor agonists, primary screen, cell-based | Sphingosine 1-phosphate receptor 2 (Homo sapiens), O95136 | S1P2-expressing cell line, agonist reporter read-out | activation, % at 4.5 µM | 97,000 tested, 0.46% active; in the data active means activation above about 16%;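 further: 0% = vehicle low control and 100% = maximal reference agonist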
S1P2 antag – human S1P2 receptor antagonists, primary screen, cell-based; Sphingosine 1-phosphate receptor 2 (Homo sapiens), O95136; cell-based S1P2 antagonist assay, inhibition at 5 uM; inhibition, % at 5 µM; 97,000 tested, 0.21% active; AID 736, 2007; in the data active means inhibition above about 45%;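 further: CRE beta-lactamase reporter cells expressing human S1P2 stimulated with S1P; 0% = agonist at EC80 alone and 100% = agonist plus reference antagonist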
LYP inh 2 – PTPN22 phosphatase inhibitors, primary screen, biochemical, DiFMUP fluorescence, 2 µM. 96,000 tested, 0.21% active. Tyrosine-protein phosphatase non-receptor type 22 (Homo sapiens), Q9Y2R2. inhibition, % at 2 µM. recombinant LYP catalytic domain;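 active means inhibition at 2 µM at or above a set limit, the screen mean plus 3 SD, cut at about 24% in these data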;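 further: 0% = DMSO with enzyme and 100% = enzyme fully blocked by orthovanadate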
FAK inh – FAK kinase inhibitors, primary screen, biochemical. Focal adhesion kinase 1 (Homo sapiens), Q05397. biochemical FAK kinase activity assay. inhibition, %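 (tested at 7 µM)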. 97,000 tested, 0.84% active. AID 727, 2007; in the data active means inhibition above about 19%;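 further: 0% = DMSO and 100% = reference compound high control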
Rev-RRE block – HIV-1 Rev-RRE binding inhibitors, primary screen, biochemical, FRET, protein-RNA interaction; P05866; Rev peptide-RRE RNA binding; inhibition, % at 8 µM; 97,000 tested, 0.79% active;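 active means inhibition above the screen-wide mean plus 3 SD, cut at about 35% in these data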;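 further: 0% = median DMSO wells and 100% = median Neomycin B control wells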
Target sequence (P05866 whole entry, looked up): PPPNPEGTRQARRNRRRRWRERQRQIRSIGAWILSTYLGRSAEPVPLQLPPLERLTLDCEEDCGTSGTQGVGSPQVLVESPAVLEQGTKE
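Test system: labelled RRE RNA duplex and labelled Rev peptide. Times: 5 min compound–RNA preincubation, then 15 min with peptide, 25 °C. Doses: single-dose 8 µM. Measured by: FRET, excitation 480 nm, emission 540 nm donor and 671 nm acceptor. Measure: % inhibition of FRET ratio versus controls.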
EphB4 antag – EphB4-ephrin-B2 interaction antagonists, primary screen, biochemical, TNYL-RAW peptide probe, fluorescence polarization | inhibition, % at 7 µM | 97,000 tested, 0.15% active | EphB4 LBD / TNYL-RAW-Alexa532 peptide;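 active means inhibition above the screen-wide mean inhibition plus 3 SD, cut at about 15% in these data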;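 further: 0% = DMSO wells and 100% = excess unlabeled TNYL-RAW peptide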
PostGolgi ctrl – growth inhibition of yeast control strain, primary screen, counter-screen for post-Golgi transport modulator project; efflux-deficient yeast background strain, growth absorbance A615, 16 h; inhibition, % at 10 µM; 98,000 tested, 5% active; AID 738, 2007
The depositor's hits bear a star; . = no result given. Unless noted, no stated cut-off is given here; in the data, active means inhibition above about 30%; inactive means the rest.

Start of the listing, in advance (five entries):
SMILES	LYP act	PostGolgi yeast	S1P2 agonist	S1P2 antag	LYP inh 2	FAK inh	Rev-RRE block	EphB4 antag	PostGolgi ctrl
Cc1cc(NC(=O)CC23CC4CC(C2)CC(CC(=O)Nc2cc(C)on2)(C4)C3)no1	11	-3	-2	5	-11	0	-3	-6	24
COc1ccc(CCN(C)C(=O)N2CCOCC2)cc1OC	6	11	-3	6	-8	1	5	2	-5
CCCCN(CCCC)S(=O)(=O)c1ccc(N2CCCC2=O)c([N+](=O)[O-])c1	11	.	-4	-9	-14	-5	0	-1	.
NC(=O)C1CCN(c2ccc(C(F)(F)F)cc2[N+](=O)[O-])CC1	1	-2	-6	-24	1	1	-1	-11	23
OC(COCC1COc2ccccc2O1)CN1CCN(c2ccccn2)CC1 (stereo not drawn)	9	1	-8	0	-14	-2	7	7	-10

This part in full, from the first entry:
SMILES	LYP act	PostGolgi yeast	S1P2 agonist	S1P2 antag	LYP inh 2	FAK inh	Rev-RRE block	EphB4 antag	PostGolgi ctrl
Cc1cc(NC(=O)CC23CC4CC(C2)CC(CC(=O)Nc2cc(C)on2)(C4)C3)no1	11	-3	-2	5	-11	0	-3	-6	24
COc1ccc(CCN(C)C(=O)N2CCOCC2)cc1OC	6	11	-3	6	-8	1	5	2	-5
CCCCN(CCCC)S(=O)(=O)c1ccc(N2CCCC2=O)c([N+](=O)[O-])c1	11	.	-4	-9	-14	-5	0	-1	.
NC(=O)C1CCN(c2ccc(C(F)(F)F)cc2[N+](=O)[O-])CC1	1	-2	-6	-24	1	1	-1	-11	23
OC(COCC1COc2ccccc2O1)CN1CCN(c2ccccn2)CC1 (stereo not drawn)	9	1	-8	0	-14	-2	7	7	-10
CCOc1ccc(C(CC(=O)O)NS(=O)(=O)c2ccc(C)cc2)cc1OC (stereo not drawn)	-3	-7	-6	17	0	4	5	3	8
C/C(=N/NC(=O)CSCc1ccc(Cl)cc1)c1cccc(NC(=O)c2ccccc2)c1	-11	6	-2	-6	7	0	-1	-5	-8
COc1ccc(N2C(=O)C3CCCN3C2c2cccc(OC)c2)cc1 (stereo not drawn)	-6	6	-9	-3	5	0	2	-1	5
COc1ccc(S(=O)(=O)Nc2ccc3c(c2)COC3=O)cc1OC	-9	7	-9	6	10	-3	3	3	12
O=C(c1ccc(Cl)c(Cl)c1)N1CCOCC1	2	7	-3	-9	1	1	5	1	19
O=C(c1ccc(C(=O)N2CCCCCC2)cc1)N1CCCCCC1	4	.	-5	18	-3	0	6	5	.
CCN1CCc2c(C#N)c(NCc3ccccc3)nc(NCCO)c2C1	3	1	-2	0	-6	1	3	-5	10
S=c1[nH]nc(Cc2sc(-c3ccccc3)nc2-c2ccccc2)o1	18	9	-2	5	-18	-3	-2	-5	0
O=C(Nc1ccccc1)c1cc(-n2cnnc2)ccc1Cl	-3	-18	-4	-12	5	-2	4	-4	-7
O=C(COc1ccccc1)Nc1ccc(S(=O)(=O)NCc2ccco2)cc1	-3	2	-5	2	3	0	4	-8	3
CCC(Sc1nc2c(c(=O)n1CC)SC(C)C2)C(=O)OC (stereo not drawn)	7	14	-4	-7	-8	1	-1	-11	2
CNC(=O)OC(C)CNS(=O)(=O)c1ccc(C)cc1 (stereo not drawn)	-1	-7	1	8	0	0	6	-9	6
CCCn1nc(NC(=O)c2cccs2)c2cc3cc(OC)ccc3nc21	-8	1	5	-16	5	0	22	1	27
Cc1cccc(NC(=O)CC(C)(C)C)c1	-1	-2	-6	6	5	5	5	2	1
O=C1C(=O)N(CCO)C(c2ccccc2)/C1=C(\O)c1ccccc1 (stereo not drawn)	.	-3	-3	-3	.	4	5	0	14
CCOc1ccc(S(=O)(=O)N(CC(=O)O)c2ccccc2)cc1	-11	-4	-10	-17	12	-5	-1	-8	-7
COc1cc2c(=O)n(CCCN3CCOCC3)c(=S)[nH]c2c(OC)c1OC	3	-10	-2	-16	-6	-6	-6	-9	-2
COc1ccc(-c2c3c(nc4sc5c(=O)[nH]c(C)nc5c24)CCC3)cc1	-3	-2	16	-42	0	-1	2	-1	3
CC(C)CCNC(=O)c1cnn2c(C(F)(F)F)cc(-c3ccco3)nc12	1	1	-5	-5	-3	2	9	2	5
N#CC1=C(N)N(c2ccccc2)C2=C(C(=O)CCC2)C1c1ccccc1 (stereo not drawn)	12	-1	-3	6	-13	1	8	4	3
O=S(=O)(CCN(CCS(=O)(=O)C(F)(F)F)CC1CCCO1)C(F)(F)F (stereo not drawn)	-10	-3	-10	13	9	2	12	2	15
CC1(C)CC(=O)C(C=NCC2CCNCC2)=C(O)C1	-4	24	-3	4	8	-7	10	-2	12
COC(=O)CSc1nc(-c2ccccc2)c2c(c1C#N)CCCC2	-16	1	-3	-27	17	-3	22	5	7
COc1ccc(Cn2nnnc2C(c2ccccc2Cl)N2CCC(C(N)=O)CC2)cc1 (stereo not drawn)	-13	-12	-3	14	14	3	3	5	5
COc1ccc(OC)c(NC=C2C(=O)OC3(CCCCC3)OC2=O)c1	11	-5	-3	-13	-8	-6	1	4	-9
CCCN(c1ccc(C(C)C)cc1)S(=O)(=O)c1c(C)[nH]c(=O)[nH]c1=O	5	-9	0	2	-6	-3	5	-2	-10
O=C(O)c1ccc(-n2nc(C(F)(F)F)c3c2CCCC3)cc1	0	-6	-1	-5	3	-1	4	-1	-4
Cc1nc(SCC(=O)Nc2c(C)n(C)n(-c3ccccc3)c2=O)[nH]c(=O)c1C	-1	.	-6	-1	2	-2	8	1	.
CC(C)(C)NC(=O)c1cnn(-c2ccccc2)c1NC(=O)c1ccccc1	-5	-2	1	6	6	1	5	-8	6
O=c1nc(NC2CCCC2)ccn1Cc1cccc(Br)c1	-1	-6	-3	-8	-3	3	8	1	50*
CN(C)c1nc2n(c(=S)n1)CCS2	-1	0	-1	-16	-5	-2	4	-5	4
N#Cc1c(N2C(=O)C3C4C=CC(C4)C3C2=O)sc2c1CCC2 (stereo not drawn)	1	-3	2	9	-2	0	6	4	6
C=CCN(C(=O)CNC(=O)c1ccco1)C(C(=O)NC1CCCCC1)c1ccc(OC)cc1 (stereo not drawn)	5	.	-6	12	-3	0	4	-12	.
O=C(N/N=C/c1ccc(Br)cc1)c1ccccc1-n1cccc1	2	-1	-4	-3	1	1	4	3	31*
O=C(CSc1nnc(CNC(=O)c2c(F)cccc2Cl)o1)Nc1ccccc1	-6	-6	-3	-7	3	0	2	-6	-2

Some of these compounds in order of their number in LYP act, largest number first:
structure	LYP act
N#CC1=C(N)N(c2ccccc2)C2=C(C(=O)CCC2)C1c1ccccc1 (stereo not drawn)	12
CCCN(c1ccc(C(C)C)cc1)S(=O)(=O)c1c(C)[nH]c(=O)[nH]c1=O	5
CN(C)c1nc2n(c(=S)n1)CCS2	-1
CCOc1ccc(S(=O)(=O)N(CC(=O)O)c2ccccc2)cc1	-11
COC(=O)CSc1nc(-c2ccccc2)c2c(c1C#N)CCCC2	-16

(further entries)
SMILES	LYP act	PostGolgi yeast	S1P2 agonist	S1P2 antag	LYP inh 2	FAK inh	Rev-RRE block	EphB4 antag	PostGolgi ctrl
COC(=O)C(NC(C)=O)(Nc1sc2c(c1C(N)=O)CCCC2)C(F)(F)F (stereo not drawn)	6	-6	-4	-5	-3	-1	4	-6	13
CN(C(=O)C1CCCO1)c1nnc(-c2cnccn2)s1 (stereo not drawn)	12	4	-10	4	-14	-5	4	-5	2
COc1ccc(-c2nnn(CC(=O)c3c[nH]c4ccccc34)n2)cc1OC	-6	-9	3	-6	5	4	12	4	-9
O=C(O)CCCCCNC(=O)Nc1ccc2c(c1)OCCO2	-1	2	-5	1	2	-3	9	1	7
COC(=O)c1c(NC(=O)c2ccccc2)sc(C(=O)c2ccccc2)c1C	2	0	-1	-19	3	-4	9	-5	-4
COCCOc1nc2ccccc2nc1C	7	0	-2	-16	-3	1	7	-2	2
CCc1c(C(=O)NNC(=S)NCCc2ccccc2)csc1C	.	.	-3	2	.	-1	-4	7	.
CC1CCCN(c2ccc(C(=O)NCC3CCCO3)cn2)C1 (stereo not drawn)	2	19	-2	-15	-5	1	-3	-4	0
COc1ccc(NC2CC(=O)N(c3cccc(C)c3)C2=O)cc1 (stereo not drawn)	11	6	-1	-4	-12	1	-3	-5	11
O=c1c2ccccc2nnn1CSc1nnc(-c2cccc(S(=O)(=O)N3CCCCC3)c2)o1	-3	-2	-1	-28	6	-1	11	-4	12
Cc1noc(/C=C/N(C)C)c1S(=O)(=O)N1CCN(c2ccccc2)CC1	.	0	-2	2	.	1	-5	-5	3
O=C(CCc1nc(-c2ccccc2F)no1)NC1CCN(Cc2ccccc2)CC1	9	2	-1	-17	-11	-2	2	-2	-4
CCOc1ccccc1C1C(C#N)=C(N)Oc2cc(C)n(C)c(=O)c21 (stereo not drawn)	3	1	-6	-11	2	0	4	-10	-2
Cc1ccc(/C(CSc2nccn2-c2ncc(C(F)(F)F)cc2Cl)=N\O)cc1	-4	-7	-2	-16	7	1	7	-1	24
CC(C)C(=O)Nc1ccc(NC(=O)c2cccnc2)cn1	4	-2	2	-17	-6	-8	-1	-6	-2
C=C1C(C(=O)N2CCOCC2)C1C(=O)N1CCOCC1 (stereo not drawn)	0	2	-1	6	-1	4	0	-4	9
COC(=O)c1cc(COc2ccc3c4c(c(=O)oc3c2)CCC4)c(C)o1	-5	-11	-1	8	7	-2	14	2	30
Cc1ccc(SCCC(=O)N2CCC(C(N)=O)CC2)cc1	-3	-5	-2	-1	1	-3	1	1	10
CN(C)C(=O)CSc1nnc(-c2cnccn2)n1C	0	.	-4	3	-4	-1	4	-1	.
NCCCSC1=NCCCN1	6	0	0	-2	-9	-1	6	0	1
O=C(Nc1cc2c(oc1=O)CCCC2=O)c1ccccc1	4	0	-3	14	-8	2	3	9	13
COc1ccccc1C(=O)Nc1ccccn1	-2	3	-5	-10	-3	1	-1	-9	14

Complete entries, quoted from the list.
`CCc1c(C(=O)NNC(=S)NCCc2ccccc2)csc1C` in the list: LYP act = .; PostGolgi yeast = .; S1P2 agonist = -3; S1P2 antag = 2; LYP inh 2 = .; FAK inh = -1; Rev-RRE block = -4; EphB4 antag = 7; PostGolgi ctrl = .
`CC(C)C(=O)Nc1ccc(NC(=O)c2cccnc2)cn1` in the list: LYP act = 4; PostGolgi yeast = -2; S1P2 agonist = 2; S1P2 antag = -17; LYP inh 2 = -6; FAK inh = -8; Rev-RRE block = -1; EphB4 antag = -6; PostGolgi ctrl = -2
`CN(C)C(=O)CSc1nnc(-c2cnccn2)n1C` in the list: LYP act = 0; PostGolgi yeast = .; S1P2 agonist = -4; S1P2 antag = 3; LYP inh 2 = -4; FAK inh = -1; Rev-RRE block = 4; EphB4 antag = -1; PostGolgi ctrl = .
